eIF4E 4G PPI: blocks eIF4E binding to eIF4G; TR-FRET eIF4E-eIF4GI(517-606) binding, 2 h; inhibition, % at 21.7 µM; P63073+Q04637; 220,000 tested, 0.37% active;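 active means inhibition above about 30%, limit read from the data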;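 further: 0% = full FRET control wells and 100% = background wells lacking eIF4GI fragment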
p97 ATPase inh: human p97 ATPase inhibition. P55072. recombinant p97 ATPase, Kinase-Glo ATP luminescence, 3 h. inhibition, % at 8 µM. 220,000 tested, 0.42% active; in the data active means inhibition above about 15%;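 further: 0% = DMSO vehicle and 100% = wells lacking enzyme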
NPY-Y2 PAM-ag: potentiators or agonists of human neuropeptide Y receptor Y2 | cells expressing NPY-Y2, potentiator/agonist read-out | activation, % at 3.6 µM | 220,000 tested, 0.45% active | AID 1359; in the data active means activation above about 27%;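 further: cells stimulated with NPY near EC25 plus isoproterenol at EC100; 0% = vehicle plus submaximal agonist and 100% = vehicle plus saturating agonist; some results beyond the cut were filed as inactive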
Target sequence (P49146 whole entry, looked up): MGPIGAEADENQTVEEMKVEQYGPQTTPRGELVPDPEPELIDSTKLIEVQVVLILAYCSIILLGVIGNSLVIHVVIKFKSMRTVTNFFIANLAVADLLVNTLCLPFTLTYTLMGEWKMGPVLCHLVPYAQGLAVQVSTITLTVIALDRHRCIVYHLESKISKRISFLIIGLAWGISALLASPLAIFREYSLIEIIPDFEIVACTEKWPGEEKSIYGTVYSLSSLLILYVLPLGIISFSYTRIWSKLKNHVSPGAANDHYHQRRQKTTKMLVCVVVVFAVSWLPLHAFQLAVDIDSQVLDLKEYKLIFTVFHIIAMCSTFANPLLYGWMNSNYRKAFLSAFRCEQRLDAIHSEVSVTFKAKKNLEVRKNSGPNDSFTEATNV
S1P4 ag: activates the human S1P4 receptor. S1P4-expressing cell line, agonist reporter assay. O95977. AID 1509. activation, % at 4.98 µM. 220,000 tested, 0.35% active; in the data active means activation above about 11%;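 further: 0% = DMSO vehicle and 100% = reference agonist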
EP2 mod: EP2 receptor (human) modulation | induction, % at 25 µM | 260,000 tested, 0.83% active | P43116 | EP2-expressing cells, cAMP HTRF FRET, PGE2 co-stimulation;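 active means compounds whose cAMP rise, as percent of the full-agonist control response, exceeds 60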;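 further: rat C6 glioma line stably carrying human EP2 under a CMV promoter; the protocol text gives 20 µM as final concentration; 100% = response of wells given 1 µM PGE2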
NPY-Y1 antag: NPY-Y1 (human) receptor antagonism | HEK293-CNG Y1 cells, membrane potential fluorescence; NPY at EC95, then isoproterenol | inhibition, % at 3.6 µM | 200,000 tested, 1% active;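 active means inhibition above the campaign mean inhibition of all tested compounds plus 3 SD, cut at about 20% in these data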;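 further: 0% = DMSO wells given NPY plus isoproterenol and 100% = isoproterenol alone without NPY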
Target sequence (P25929 whole entry, looked up): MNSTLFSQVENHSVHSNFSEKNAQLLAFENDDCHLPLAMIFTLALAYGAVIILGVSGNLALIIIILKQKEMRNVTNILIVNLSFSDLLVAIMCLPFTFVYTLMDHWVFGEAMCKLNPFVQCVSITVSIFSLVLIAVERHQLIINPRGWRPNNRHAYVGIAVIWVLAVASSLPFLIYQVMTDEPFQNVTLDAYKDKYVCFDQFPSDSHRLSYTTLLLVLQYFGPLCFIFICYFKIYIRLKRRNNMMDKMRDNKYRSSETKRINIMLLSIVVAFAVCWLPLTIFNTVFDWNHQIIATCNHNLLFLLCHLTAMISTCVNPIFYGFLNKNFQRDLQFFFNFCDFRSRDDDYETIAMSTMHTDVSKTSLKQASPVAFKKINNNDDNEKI
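Material: HEK293 Y1/CNG channel cell line; also added: NPY (25 nM), isoproterenol (1 µM), Ro 20-1724 (25 µM); doses: one concentration, 3.6 µM, in 0.4% DMSO; schedule: compound incubation 1 h at room temperature, readout 45 min post-stimulation; technique: membrane potential fluorescence; measure: fluorescence ratio normalized to % inhibition between controls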
EP2 antag: EP2 receptor (human) inhibition; C6 glioma cells expressing human EP2, cAMP TR-FRET; cells stimulated with saturating PGE2; inhibition, % at 25 µM; 260,000 tested, 0.52% active;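 active means percent inhibition above 40 after rounding to a whole number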;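 further: rat C6 glioma host cells with rolipram phosphodiesterase inhibitor present; the protocol text gives 20 µM as final concentration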
NPY1 pot ag: human NPY-Y1 potentiation or agonism, primary screen; activation, % at 3.6 µM; NPY-Y1 expressing cells, potentiator/agonist activation; AID 1304; P25929; 220,000 tested, 0.37% active; in the data active means activation above about 33%, passing the limit was not always enough;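 further: cells stimulated with NPY at EC10 then isoproterenol at EC100; 0% = low agonist plus stimulus and 100% = saturating agonist plus stimulus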
S1P4 antag: blocks the human S1P4 receptor; S1P4-expressing cells, antagonist mode, reporter read-out; inhibition, % at 4.98 µM; O95977; 220,000 tested, 0.26% active; in the data active means inhibition above about 29%;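 further: 0% = wells stimulated with agonist and 100% = vehicle wells without agonist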
* marks the source's active call; other numbers are inactive results; / = not tested or not shown; & = joins results of further samples; [ ] = dose if it differs, or a comment.

SMILES | eIF4E 4G PPI | p97 ATPase inh | NPY-Y2 PAM-ag | S1P4 ag | EP2 mod | NPY-Y1 antag | EP2 antag | NPY1 pot ag | S1P4 antag
CCCc1nc2c([nH]1)C(c1cccnc1)C(C#N)=C(N)O2 (stereo unspecified) | -1 | 0 | 5 | 2.1 | 20 | 2 | 14 | -6 | -10
CC(=O)N1CCN(C(=S)c2ccc([N+](=O)[O-])cc2)CC1 | -4 | -1 | -7 | 0.9 | 17 | 6 | 13 | -12 | -9
COc1ccccc1NC(=O)CN1CCN(C(=O)c2ccco2)CC1 | -4[fluorescence artefact?] | -1 | -2 | -3.1 | -5&19 | 1 | 8&1 | -31 | -26
Cc1ccccc1C(=O)Nc1nnc(-c2ccco2)s1 | 2 | 4 | -12 | -1.0 | -9 | 0 | 18 | 11 | 17
CC(NC(=O)Nc1ccccc1)C(c1ccccc1)N1CCOCC1 (stereo unspecified) | 6 | 0 | -1 | -0.9 | -7 | -7 | 5 | -21 | -23
O=C(Cn1cc2c(n1)CCCC2)NC1CCCCCC1 | 4 | 0 | -25 | -0.7 | 13 | 5 | 6 | -12 | 2
O=C(CSc1ccccc1C(=O)O)NC1CCCCCCC1 | -10 | 0 | -2 | 2.5 | 6 | -2 | 17 | -4 | -14
CCC(C)NC(=O)C1CCN(c2nc(OC)nc(OC)n2)CC1 (stereo unspecified) | -2 | 5 | 12 | -0.2 | 7 | 3 | 7 | 6 | 3
Cc1ccc(C(=O)OC2CCS(=O)(=O)c3sccc32)cc1 (stereo unspecified) | 0 | 1 | -5 | -0.3 | 2 | -3 | 14 | 0 | 4
COc1ccc(NC2=NCCC(=O)N2Cc2cccs2)cc1 | -2 | 3 | 15 | 0.8 | -13&6 | 0 | 3&2 | 2 | -6
CCc1nnc(NS(=O)(=O)c2ccc(N=Cc3c(C)[nH]n(-c4ccc(Cl)cc4)c3=O)cc2)s1 | 5[fluorescence artefact?] | -4 | 8 | -0.5 | -15 | 0 | 13 | 0 | -5
Nc1nonc1C(=Nc1ccc(Br)cc1)NO | 0[fluorescence artefact?] | 5 | -1 | 1.9 | -36 | 0 | 5 | 15 | 3
Cc1nc2nc(C)c(CCC(=O)N3CCOCC3)c(C)n2n1 | 1 | 8 | 21 | 0.0 | 20 | 9 | 3 | 1 | 1
COc1cc(/C=C/C(=O)Nc2ccc(C)cc2)cc(OC)c1OC | 2[fluorescence artefact?] | 1 | 7 | -0.7 | -17 | -3 | 17 | -18 | -23
O=C(CSc1nc(-c2ccco2)cc(C(F)(F)F)n1)N1CCN(c2ccc(Cl)cc2)CC1 | 3 | 1 | 9 | -1.4 | 6 | 0 | 27 | -7 | -10
Cc1nc(NC(=S)NC(=O)c2ccccc2)sc1C(=O)N(C)C | -1 | 8 | 1 | 0.7 | 11 | 2 | 7 | -13 | -7
CC1CC(C)CN(CC(=O)c2cccs2)C1 (stereo unspecified) | -1 | -2 | -4 | 0.0 | 22 | 5 | 7 | 2 | -2
CC1CCCC(C)N1/N=C/c1ccccc1C(=O)O (stereo unspecified) | 2 | -1 | -16 | 2.1 | 5 | 0 | 5 | -12 | -10
C(=N\Nc1ncnc2sc3c(c12)CCC3)/c1cccs1 | -6 | 1 | 10 | 1.4 | 30 | -3 | 4 | 18 | -5
Cn1ccc(-c2ccccc2)n1 | -2 | 0 | 8 | 0.8 | 4 | 2 | 4 | 7 | -11
c1ccc2cc(CNCc3cccc4ccccc34)ccc2c1 | -2 | -10 | -33 | -1.3 | -41 | / | 5 | -41 | 1
Cc1ccc(CC(=O)Nc2nncs2)cc1 | 5 | -2 | -4 | 0.6 | 27&-12 | 2 | 3&10 | -10 | -6
Nc1nc(SCC(=O)Nc2ccc(Oc3ccccc3)cc2)n[nH]1 | -2[fluorescence artefact?] | 4 | 16 | 0.3 | 12 | 6 | 17 | 4 | -4
CC(/C=N/NC(=O)Cn1nccc1C)=C\c1ccc(C(C)C)cc1 | 4[fluorescence artefact?] | 2 | -7 | 2.0 | 2 | -1 | 6 | -3 | -12
COc1cccc(/C(O)=C2/C(=O)C(=O)N(CCN3CCOCC3)C2c2cccs2)c1 (stereo unspecified) | -2 | 1 | 1 | 0.3 | 1&15 | 1 | 9 | -13 | 5
O=C(CSc1n[nH]c(=O)n1C1CC1)Nc1ccc(Cl)c(Cl)c1 | 1 | 6 | -11 | 1.4 | -43 | / | 8 | 7 | 5
Cn1c(SCC(=O)c2ccc3c(c2)OCCO3)nnc1C(F)(F)F | 1 | 3 | -1 | 1.9 | -42 | / | 14 | -9 | 8
O=C(COc1ccc(Br)cc1)NCc1ccccn1 | -2 | -3 | 3 | -1.6 | -19 | 1 | 5 | -16 | -23
Cc1cc(C)c(NC(=O)CCCC(=O)O)c(Cl)c1 | -8[fluorescence artefact?] | 3 | -1 | -1.9 | 13 | 3 | 6 | -3 | -9
CC(=O)c1ccc(Sc2ccccc2)c([N+](=O)[O-])c1 | 8 | 2 | 14 | 2.6 | 2 | / | 7 | 8 | 1
O=c1cc(-c2ccc(Cl)cc2)oc(=O)[nH]1 | 3 | -3 | 14 | -0.3 | -19 | / | 10 | -18 | 14
O=C(COC(=O)c1ccccc1)NCc1cccs1 | -4[fluorescence artefact?] | 8 | -9 | -2.0 | 26 | -2 | 8 | -7 | 8
Cc1ccccc1NC(=O)C1CCCN1C(=O)NC1CCCCC1 (stereo unspecified) | -1[fluorescence artefact?] | 4 | 13 | -2.0 | 22 | -1 | 5 | 7 | 4
CCc1ccc(N2C(=O)CN(Cc3cccs3)C2=S)cc1 | -4 | 1 | 0 | 1.4 | 5 | -2 | 12 | 7 | 5
COc1ccc(S(=O)(=O)N2CCN(c3ccc(C)cc3C)CC2)cc1OC | 1 | -7 | 14 | -1.2 | -3 | 4 | 11 | 13 | 1
CS(=O)(=O)c1[nH]nc(-c2ccccc2)c1C#N | 1 | 3 | -5 | 1.0 | 10 | / | 2 | 6 | 4
O=C1N=C(N2CCOCC2)S/C1=C\c1cccs1 | -1 | 5 | -3 | 3.5 | 18 | -4 | 7 | -1 | 12
O=C(O)c1ccccc1-n1cnnn1 | 3 | 5 | 5 | 0.6 | 41 | / | 18 | 17 | -6
Cc1ccnn1CCC(=O)N1CCCC(CCC(=O)N2CCN(c3ccccn3)CC2)C1 (stereo unspecified) | 0 | 1 | -13 | -0.7 | 3 | 2 | 2 | -9 | 2
Cc1cc2c(c(=O)n1Cc1cccnc1)C(c1ccccc1)C(C#N)=C(N)O2 (stereo unspecified) | -2 | 12 | 18 | 2.6 | 19 | 1 | 17 | 14 | 11
Cn1c2ccccc2c2cc(C(=O)N3CCOCC3)sc21 | 13[fluorescence artefact?] | -4 | -20 | -6.5 | -31 | -3 | 6 | 0 | 2
Cc1cn(C(=O)c2ccccc2)c(=S)n1-c1ccc(Cl)cc1 | -1[fluorescence artefact?] | 1 | -5 | 0.6 | 55 | 9 | 12 | -41 | -15
CC(=O)N(CCC(c1ccco1)C(C)C)Cc1ccc(Cl)cc1 (stereo unspecified) | 8 | -9 | 2 | 0.1 | -4 | / | 1 | -8 | -13
Cc1cc(C(=O)CN2CCCC2)c(C)n1-c1ccc(Cl)cc1 | -4 | 1 | -2 | 2.3 | -16 | 21* | 5 | -3 | -11
O=C(c1ccccc1)C(Sc1ncn[nH]1)c1ccccc1 (stereo unspecified) | -3 | 3 | 6 | -0.4 | 35 | -8 | 16 | 10 | -7
Cc1ccc(N2C(=O)CCSC23C(=O)Nc2ccccc23)cc1 (stereo unspecified) | 0 | 4 | 5 | -0.2 | 15 | -2 | 8 | 13 | -13
Cc1ccc(Sc2ncccc2C(=O)O)c(C)c1 | -7 | -1 | -10 | 3.5 | 6 | -1 | 6 | -42 | -12
Cc1cc(C)n(-c2nc(C(=O)O)cs2)n1 | -2 | 0 | -16 | 1.8 | 19 | 15 | 8 | -37 | -18
COc1ccc(-c2nc(-c3ccc(NC(=O)c4ccncc4)cc3)no2)cc1OC | 3 | -10 | 3 | 0.9 | -17 | 5 | 24 | 36 | 0
CSc1nc(C)[nH]c(=O)c1C#N | 6 | 8 | 34 | -0.1 | -5 | / | 10 | 13 | -14
CCCC(=O)Nc1ccc(-c2csc(N/N=C\c3ccncc3)n2)cc1 | -3 | 3 | -1 | -1.8 | -49 | / | 7 | 0 | -13
O=C(Nc1cccc(C(F)(F)F)c1)C1CCCN1S(=O)(=O)c1cccc2cccnc12 (stereo unspecified) | 3 | 4 | 16 | 2.0 | -28 | 5 | 5 | 20 | -26
Cc1cc(C(=O)N/N=C/c2cn[nH]c2-c2ccccc2)cs1 | 4[fluorescence artefact?] | 1 | 6 | 0.9 | -55 | -3 | 11 | -42 | -9
CCOc1ccc(NC(=O)N2CCN(CC)CC2)cc1 | -6 | 0 | 4 | 1.2 | 13 | 2 | 2 | 4 | 9
NC(=O)CC[C@H](NC(=O)c1ccc(F)cc1)C(=O)OCC(=O)Nc1ccc(N2CCOCC2)cc1 | 12 | 4 | 18 | 1.3 | 13 | -1 | 7 | 3 | 0
COCCNC(=O)CSCc1nc(-c2ccc(SC)cc2)oc1C | 2 | -1 | 6 | 2.2 | -25 | 2 | 7 | 5 | -21
O=C(N/N=C/c1ccc(C(=O)O)cc1)C1=NNC(c2ccccc2)(c2ccccc2)C1 | 2 | 5 | 6 | 0.6 | 33 | -3 | 5 | -10 | -17
CC(C)CN1CCN(Cc2nc3ccccc3s2)CC1CCO (stereo unspecified) | -5 | 3 | 16 | -0.4 | -9 | 0 | 8 | 8 | 3
CC(C)Cn1c(N)c(C(=O)COC(=O)c2cnc(Cl)c(Cl)c2)c(=O)n(C)c1=O | -7 | -2 | 24 | 2.4 | -27 | -3 | 8 | 42* | 7
O=C(NC1CCCC1)C1CCCN(S(=O)(=O)c2cnc[nH]2)C1 (stereo unspecified) | -4[fluorescence artefact?] | 0 | -10 | 0.7 | 13 | 3 | 13 | 2 | -7
(more compounds)
SMILES | eIF4E 4G PPI | p97 ATPase inh | NPY-Y2 PAM-ag | S1P4 ag | EP2 mod | NPY-Y1 antag | EP2 antag | NPY1 pot ag | S1P4 antag
C[C@@H]1NC(=O)c2cc([N+](=O)[O-])cc(I)c2OCC[C@@H](C(N)=O)NC(=O)[C@H](CCC(=O)O)NC1=O | 9 | -6 | 5 | 0.9 | 39 | -3 | 8 | -4 | 11
Cc1ccc2c(c1)[nH]c1c(=O)n(CCN3CCNCC3)cnc12 | -7 | 2 | -6 | -0.6 | -10 | -2 | 3 | 12 | -2
Cn1nc(-c2ccc(Cl)cc2)c2cc(C(=O)N3CCCC3)sc21 | 4 | -4 | -18 | -2.2 | -9 | -1 | 15 | 9 | -8
Cc1cccc2nc(CSc3ccccc3C(=O)O)cn12 | 1 | 2 | -6 | 1.8 | 6 | 1 | 4 | -3 | -15
O=C1NCC(COc2ccc(Cl)cc2)O1 (stereo unspecified) | -3 | 4 | -3 | 0.5 | 14 | 0 | 6 | 3 | -8

Quoted at random: three records from the list
SMILES | eIF4E 4G PPI | p97 ATPase inh | NPY-Y2 PAM-ag | S1P4 ag | EP2 mod | NPY-Y1 antag | EP2 antag | NPY1 pot ag | S1P4 antag
C[C@@H]1NC(=O)c2cc([N+](=O)[O-])cc(I)c2OCC[C@@H](C(N)=O)NC(=O)[C@H](CCC(=O)O)NC1=O | 9 | -6 | 5 | 0.9 | 39 | -3 | 8 | -4 | 11
Cn1nc(-c2ccc(Cl)cc2)c2cc(C(=O)N3CCCC3)sc21 | 4 | -4 | -18 | -2.2 | -9 | -1 | 15 | 9 | -8
Cc1ccc2c(c1)[nH]c1c(=O)n(CCN3CCNCC3)cnc12 | -7 | 2 | -6 | -0.6 | -10 | -2 | 3 | 12 | -2

Only part of the results is shown; rates above refer to the full screens.
